# High-throughput results (PubChem BioAssay)
# D1 agonist – Allosteric Agonists of the Human D1 Dopamine Receptor: qHTS; activation, % at 2 µM; actives 1% (n = 360,000); AID 504660, 2011; HEK293 T-REx D1 cells, calcium flux, agonist mode; D(1A) dopamine receptor (Homo sapiens), P21728; in the data active means activation above about 30%; further: 0% is about no effect
#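 Inducible HEK293 T-REx D1 cells, force-coupled to calcium signalling, were plated at 4000 cells/well with tetracycline and held overnight at 30 C. After no-wash calcium dye loading, compound-evoked calcium rise over 180 s flagged agonists.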
# D1 PAM – Potentiators of Human D1 Dopamine Receptor: qHTS; HEK293 TREx D1 cells, calcium flux, dopamine EC20 potentiation; potentiation, % at 10 µM; actives 0.036% (n = 360,000); AID 504651, 2011; in the data active means potentiation above about 30%; further: 0% is about no effect
# D1 antagonist – Antagonist of Human D 1 Dopamine Receptor: qHTS. HEK293 TREx D1 cells, calcium flux, dopamine EC80; stronger effect = lower value. activity change, negative = inhibition, % at 10 µM. actives 3.2% (n = 360,000); in the data active means activity change below about -30%; further: on the % scale 0 is the no-effect control and ±100 the full control effect
#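 After overnight tetracycline induction at 30 C, force-coupled D1 HEK293 cells took up a no-wash calcium dye at room temperature. Compounds were added and monitored 180 s, and the response to EC80 dopamine was then recorded.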
# RXFP1 antag – qHTS Assay for Antagonists of the Relaxin Receptor RXFP1. AID 1259400, 2018. activity change, negative = inhibition, % at 57.5 µM. HEK293-RXFP1, relaxin-stimulated cAMP HTRF, 30 min; stronger effect = lower value. actives 0.59% (n = 350,000). Relaxin receptor 1 (Homo sapiens), Q9HBX9;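 active means activity change of -60% or lower, but not beyond a set lower limit; inconclusive means change between -60% and -40%, or beyond the set limit; inactive means change above -40%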; further: on the % scale 0 is the no-effect control and ±100 the full control effect
# Target sequence (Q9HBX9 whole entry, looked up): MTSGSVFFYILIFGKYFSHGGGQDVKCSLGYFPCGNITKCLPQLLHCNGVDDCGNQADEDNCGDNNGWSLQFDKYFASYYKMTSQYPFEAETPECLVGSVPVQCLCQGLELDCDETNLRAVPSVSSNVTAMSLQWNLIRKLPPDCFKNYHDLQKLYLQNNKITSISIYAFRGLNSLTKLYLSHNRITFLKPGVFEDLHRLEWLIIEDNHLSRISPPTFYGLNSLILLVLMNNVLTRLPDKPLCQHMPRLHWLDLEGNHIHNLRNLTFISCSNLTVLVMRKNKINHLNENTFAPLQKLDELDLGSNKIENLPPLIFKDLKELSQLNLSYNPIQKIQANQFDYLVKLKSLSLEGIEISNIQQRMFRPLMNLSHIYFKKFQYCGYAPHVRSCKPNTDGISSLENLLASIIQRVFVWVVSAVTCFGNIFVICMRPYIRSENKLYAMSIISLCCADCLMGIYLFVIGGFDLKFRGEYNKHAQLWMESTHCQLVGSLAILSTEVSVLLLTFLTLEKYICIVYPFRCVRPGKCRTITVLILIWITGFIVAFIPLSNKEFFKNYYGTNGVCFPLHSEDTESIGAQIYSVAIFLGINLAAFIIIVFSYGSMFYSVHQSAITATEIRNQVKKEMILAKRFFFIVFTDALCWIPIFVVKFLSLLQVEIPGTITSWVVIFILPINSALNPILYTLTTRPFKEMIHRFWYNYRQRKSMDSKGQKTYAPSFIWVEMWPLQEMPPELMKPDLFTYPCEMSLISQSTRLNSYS
# Glioma ERSR ind – qHTS for Inducers of the Endoplasmic Reticulum Stress Response (ERSR) in Human Glioma: qHTS. actives 0.02% (n = 420,000). Potency, µM, for inactives: at the top dose activation, usual class: activators. U87-MG GRP78 promoter luciferase reporter, 16 h. AID 602332, 2012; further: potency means the concentration at half of the fitted maximal effect; series mostly up to about 76 µM; % of control where 0% means no effect; nearly all actives have a fitted effect of over 35% in size
#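 Stably transfected U87-MG glioma cells carrying a GRP78-based luciferase sensor; 16 h compound incubation. Luminescence end-point read 10 min after Bright-Glo addition at room temperature.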
# Vif-A3F inh – qHTS for Inhibitors of Vif-A3F Interactions: qHTS; HeLa A3F-eYFP + Vif (tagged APOBEC3F with the HIV-1 protein that degrades it), YFP fluorescence increase; Potency, µM (series often up to 46.1 µM), without a hit: at the top dose activity, negative = active; actives 0.2% (n = 390,000); AID 602313, 2012; further: potency means the concentration at half of the fitted maximal effect; % of control where 0% means no effect; nearly all actives have a fitted effect of over 65% in size
#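 HeLa cells stably expressing Vif plus C-terminally eYFP-tagged A3F were seeded, incubated overnight at 37 deg C, dosed with compound, incubated overnight again at 37 deg C. Yellow fluorescence (Ex 488/Em 500-530) reported blocked Vif-mediated A3F-eYFP degradation.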
# RXFP1 agonist – qHTS Assay for Agonists of the Relaxin Receptor RXFP1. HEK293T-RXFP1 cAMP TR-FRET, 30 min; response scale: percent of porcine relaxin response, buffer zero. actives 0.3% (n = 370,000). Potency, µM (series often up to 57.5 µM), for inactives: at the top dose activation, most hits filed as activators. AID 2676, 2010. Relaxin receptor 1 (Homo sapiens), Q9HBX9; further: potency means the concentration at half of the fitted maximal effect; on the % scale 0 is the no-effect control and ±100 the full control effect; nearly all actives have a fitted effect of over 60% in size; many of its hits are not listed in these tables
#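 cAMP rise read by TR-FRET after 30 min, 37C compound exposure (up to 58 uM) in RXFP1-transfected HEK293 cells with Ro 20174 present. EC50 from Hill-equation fits, with 29 nM porcine relaxin as 100% and buffer as basal.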
# D2 PAM – HTS Assay for Positive Allosteric Modulators of the Human D2 Dopamine Receptor: Primary Screen for Potentiators. D(2) dopamine receptor (Homo sapiens), P14416. HEK293 T-REx D2, calcium flux, EC20 dopamine potentiation. AID 485347, 2010. actives 0.34% (n = 340,000). potentiation, % at 10 µM;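 active means potentiation over 3 SD above the plate norm, cut at about 30% in these data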; further: 0% is about no effect
#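 Potentiation of an EC20 dopamine calcium response is measured in a force-coupled, tetracycline-inducible Hek293 Trex D2 line. Compound-only kinetic reads over 180 s flag agonists before dopamine addition.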
# Vif-A3G inh – qHTS for Inhibitors of Vif-A3G Interactions: qHTS. DNA dC->dU-editing enzyme APOBEC-3G (Homo sapiens), Q9HC16. actives 0.076% (n = 410,000). Potency, µM (doses to about 46.1 µM), inactives show at the highest dose activity, negative = active, actives largely listed as inhibitors. HeLa A3G-eYFP + Vif (tagged APOBEC3G with the HIV-1 protein that degrades it), YFP fluorescence, overnight;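 further: potency means the concentration at half of the fitted maximal effect; on the % scale 0 is the no-effect control and ±100 the full control effect; nearly all actives have a fitted effect of over 60% in size; hits raise eYFP signal because A3G escapes Vif-driven loss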
# Target sequence (Q9HC16 whole entry, looked up): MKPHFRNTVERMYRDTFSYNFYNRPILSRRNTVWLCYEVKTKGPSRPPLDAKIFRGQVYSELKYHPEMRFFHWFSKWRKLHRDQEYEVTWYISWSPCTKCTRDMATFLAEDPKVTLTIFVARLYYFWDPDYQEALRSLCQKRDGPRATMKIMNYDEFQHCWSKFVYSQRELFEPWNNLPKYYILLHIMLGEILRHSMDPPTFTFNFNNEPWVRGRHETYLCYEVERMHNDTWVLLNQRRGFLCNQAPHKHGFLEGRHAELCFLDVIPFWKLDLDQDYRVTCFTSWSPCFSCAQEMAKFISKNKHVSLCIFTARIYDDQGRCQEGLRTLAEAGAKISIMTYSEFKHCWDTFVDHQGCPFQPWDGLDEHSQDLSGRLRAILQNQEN
#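 Read-out is eYFP fluorescence (Ex 488/Em 500-530) from Vif-expressing HeLa A3G-eYFP cells; more signal means A3G escaped Vif-mediated degradation. Cells plated overnight, compound pinned in, incubated overnight at 37 deg C.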
# The depositor's hits bear a star; ? = inconclusive; . = no result given; & = joins results of further samples; ! = not active in a repeat. Unless noted, the call rests on the fitted dose curve; in most records, active means well fitted curve in the direction sought with a large enough effect; inconclusive means small, poorly fitted or top-dose-only effect, or another doubt; inactive means no such curve, though single readings can be large; an effect the other way counts as inactive or inconclusive. A portion of the library. The share of hits here may be higher or lower than overall.
SMILES,D1 agonist,D1 PAM,D1 antagonist,RXFP1 antag,Glioma ERSR ind,Vif-A3F inh,RXFP1 agonist,D2 PAM,Vif-A3G inh
Cc1[nH]nc(-c2ccc(O)c(C)c2O)c1-c1cnn(-c2ccccc2)c1,17,1,-7,-87*,-1%,-2%,1.0%,-3,4%
COc1ccc(S(=O)(=O)N2CCCCCC2)cc1NC(=O)c1c2c(nc3ccccc13)CCN(Cc1ccccc1)C2,-1,-15,8,.,-3%,-1%,5.4%,-10,0%
Cc1oc2cc3oc(=O)ccc3cc2c1C,-1,1,-3,-3,0%,-4%,4.5%,-7,0%
Cn1c(=O)cc(SCC(=O)N2CCN(c3ccccc3)CC2)c2ccccc21,-1&0,2&-2,-6&-1,6&16,3%&-5%,-1%&-1%,7.5%&4.1%,-8&16,2%&4%
Nc1ccc(Nc2ccc([N+](=O)[O-])cc2[N+](=O)[O-])cc1,5,-8,3,-11,-1%,1%,-0.2%,12,0%
Oc1c(Br)cc(Br)cc1CNc1ccccn1,2,-6,-14,-9,1%,-17%,-0.1%,-5,-9%
COc1ccc(/C=N/NC(=S)Nc2c(C)n(C)n(-c3ccccc3)c2=O)cc1OC,3,-2,11,-13,-1%,1%,-2.0%,0,1%
C/C(=N\NC(=O)c1ccc(CSc2nncn2C)cc1)c1ccc2ccccc2c1,1,2,-5,9,-5%,0%,1.5%,6,1%
O=C(N/N=C/c1ccc(O)c(O)c1)c1cccc(S(=O)(=O)N2CCCC2)c1,1,-7,-4,-25,5%,-31%,0.1%,5,-1%
COc1ccc(CN(C)C(C)C(=O)Nc2cccc3ccccc23)cc1 (configuration not stated),3,-6,7,-4,3%,-18%,-0.2%,-5,-7%
COc1ccc(-c2cc(C(F)(F)F)nc(SCCC(=O)Nc3c(C)cccc3C)n2)cc1,1,-3,11,.,-3%,-2%,26%,-1,-2%
CCc1cccc(CC)c1NC(=O)c1ccccc1,0,-1,.,2,-2%,-11%,-1.9%,5,-5%
NC(=O)c1ccc(/C=N/O)[n+](Cc2ccccc2)c1,5,-5,-1,-1,-1%,-16%,-0.3%,-6,-1%
Cc1cc(C)c2nc(SCC(=O)NC(=O)c3cccn3C)cc(C)c2c1,3,-3,-3,-8,-6%,-6%,23%,2,-3%
CN(Cc1cn[nH]c1-c1ccc(-c2ccccc2)cc1)CC1CCOCC1,3,-5,2,-7,8%,-4%,3.1%,7,-2%
COc1ccccc1C(=O)N/C(=C/c1ccc2c(c1)OCO2)C(=O)Nc1cccc(C(=O)O)c1,3,5,14,5,-2%,-1%,0.2%,-15,2%
O=C(NCc1ccc(Cl)cc1)C(=O)N/N=C/c1ccc(Br)cc1,1,-6,-7,9,-3%,9%,-0.7%,-1,-1%
Cc1ccc(COc2ccc(-c3cc(C(F)(F)F)n4nc(C)cc4n3)cc2)cc1,0,-1,6,.,0%,-8%,0.7%,11,3%
NC(=O)c1ccccc1NC(=O)c1ccc(-c2ccc(Br)cc2)o1,5,1,8,-14,-1%,5%,28%,6,6%
COC(=O)c1cc(-c2c(-c3cc(OC)c(OC)c(OC)c3)noc2C)cc([N+](=O)[O-])c1,2,-2,7,.,-3%&-3%,1%,-1.6%,-1,-4%&-15%
CCOc1ccc(CCNC(=O)c2ccc3c(c2)N(Cc2cccc(Cl)c2)C(=O)c2ccccc2S3(=O)=O)cc1OCC,13,-3,0,6,-2%,-1%,0.8%,-1,7%
COc1ccc(/C=N/n2cncn2)cc1Cn1nc(C)c([N+](=O)[O-])c1C,0,-4,-18,-8,-2%,3%,2.3%,23,3%
CCCOc1cccc(C2/C(=C(/O)c3ccc4c(c3)CC(C)O4)C(=O)C(=O)N2CCN2CCOCC2)c1 (configuration not stated),0,0,2,17,-6%,0%,25µM*,8,-12%
C/C(=N\NC(=O)c1nnn(-c2nonc2N)c1CN(C)c1ccccc1)c1cccnc1,2,1,-12,-11,-5%,2%,-1.6%,-6,2%
Cc1cccnc1NC(=O)Cn1nc(C)c([N+](=O)[O-])c1C,3,-4,-5,-6,-5%,-13%,0.8%,-2,0%
SMILES,D1 agonist,D1 PAM,D1 antagonist,RXFP1 antag,Glioma ERSR ind,Vif-A3F inh,RXFP1 agonist,D2 PAM,Vif-A3G inh
O=C(/C=C/c1ccc(Cl)cc1)Nc1ccc(N2CCOCC2)cc1,3,2,2,-18,-1%,7%,-0.6%,-7,-2%
CC(Sc1ccc2ccccc2n1)C(=O)O (configuration not stated),4&3,-4&1,0&5,48,1%,8%,11µM*,0&-5,0%
CCOC(=O)c1cnn(-c2ccccc2)c1-n1cccc1C(=O)C(=O)Nc1ccc(OC)cc1,5,-5,3,4,1%,-32%,1.9%,3,-1%
Cc1ccc(S(=O)(=O)CC(=O)Nc2nnc(C(C)(C)C)s2)cc1,5,-1,0,6,0%,-7%,-1.1%,17,1%
O=C(c1ccccc1F)N1CCN(c2ccc([N+](=O)[O-])c3ncccc23)CC1,6,-3,1,2,-2%,0%,5.0%,16,-4%
CC(C)CC(=O)Nc1nnc(SCC(=O)NC2CCCCC2)s1,1,-3,-30,-3,-2%,-9%,0.9%,-1,2%
COc1cc(OC)c(/C=N/NC(=O)COc2cccc3cccnc23)c(OC)c1,2,-2,3,8,-4%,2%,-2.3%,-6,0%
COc1ccccc1NC(=S)N1CCC(C(=O)c2ccc(F)cc2)CC1,0,-4,0,7,2%,-4%,1.2%,-6,5%
Cc1cccc(CC(=O)N2CCN(C(=O)c3ccco3)CC2)c1,4,-4,14,2,0%,2%,1.5%,1,1%
O=C(N/N=C/c1cccc(Oc2ccc([N+](=O)[O-])cc2[N+](=O)[O-])c1)c1cncc(Br)c1,8,1,-1,-32,-2%,-2%,-1.1%,23,-22%
CN1CCN(S(=O)(=O)c2ccc(Cl)c(C(F)(F)F)c2)CC1,.,.,.,-6,3%,-7%,.,.,-4%
Cc1ccc(NC(=O)CN2C(=O)C(C)Oc3ccccc32)nc1 (configuration not stated),1,-5,23,-6,-1%,-2%,0.3%,0,4%
Cc1onc(-c2ccccc2)c1C(=O)Nc1ccon1,1,-1,-8,7,-4%,-5%,-0.1%,0,0%
Cc1cccc(NC(=S)NNC(=O)Cc2ccccc2)c1,1,-5,9,.,-2%,3%,-3.2%,16,1%
CCOc1ccccc1NC(=O)COC(=O)c1ccc(S(=O)(=O)N2CCCC2)cc1,5,-1,-15,-1,-3%,0%,0.1%,-8,-2%
CC(=O)N1CCCc2cc(S(=O)(=O)N3CCCC(C(=O)NCc4ccccc4)C3)ccc21 (configuration not stated),8&0,-2&2,-30*!,7&-26,1%&0%,-17%&2%,-0.9%&1.4%,14&-3,0%&4%
Cc1ccc(S(=O)(=O)/N=C(/c2ccc(F)cc2)N2CCCC2)cc1,0,-2,9,8,3%,-3%,-1.2%,1,0%
CCN(Cc1ccncc1)C(=O)c1ccc(Br)o1,0,-2,-8,1,-4%,2%,1.0%,-7,-1%
Cn1ccnc1SCC(=O)Nc1ccc2c(c1)OCO2,2,-1,13,4,3%,1%,-2.0%,10,0%
CC(Sc1nc2ccc(C(=O)c3ccccc3)cc2[nH]1)C(=O)O (configuration not stated),2,0,6,3,-5%,1%,-0.2%,-1,1%
CC1CCN(Cc2ccc(-c3nnn(CC(=O)Nc4ccccc4Cl)n3)cc2)CC1,21,-4,-15,-7,-4%,1%,-2.1%,-20,2%
CN1CCN(C(=O)c2cc3nc(-c4ccco4)cc(C(F)(F)F)n3n2)CC1,1,3,-9,-3,0%,?,-1.2%,20,3%
O=C(CSC(=S)N1CCCC1)N(Cc1nnc(-c2ccccc2Cl)o1)C1CC1,5,.,-67*,-4,-4%,2%,0.7%,7,-6%
CC(C)CN(C(=O)CSc1nnnn1-c1ccccc1)c1c(N)n(CC(C)C)c(=O)[nH]c1=O,2,-2,-4,7,-3%,3%,-1.8%,-5,0%
NC(=O)CNC(=O)[C@@H]1CC2(CC(c3cccc(Br)c3)=NO2)CN1C(=O)c1ccc(Br)cc1 (some centres not stated),1,-8,-11,.,-1%,-4%,0.9%,1,-8%

# Next section (2 carried over from the part before).
SMILES,D1 agonist,D1 PAM,D1 antagonist,RXFP1 antag,Glioma ERSR ind,Vif-A3F inh,RXFP1 agonist,D2 PAM,Vif-A3G inh
CC(C)CN(C(=O)CSc1nnnn1-c1ccccc1)c1c(N)n(CC(C)C)c(=O)[nH]c1=O,2,-2,-4,7,-3%,3%,-1.8%,-5,0%
NC(=O)CNC(=O)[C@@H]1CC2(CC(c3cccc(Br)c3)=NO2)CN1C(=O)c1ccc(Br)cc1 (some centres not stated),1,-8,-11,.,-1%,-4%,0.9%,1,-8%
Cc1ccccc1/C=C1\OC(=O)c2ccccc21,2,-1,7,5,9%,-2%,-3.7%,4,-5%
CN(CC(=O)Nc1ccccc1Cl)C(=O)C1CCN(C(=O)c2ccc(Cl)cc2)CC1,-1,-7,-15,-13,-3%,?,-0.5%,6,-5%
COc1ccccc1CNC(=S)NCCc1ccccc1,3,-5,-22,-11,6%,?,-0.1%,3,-1%
O=C(Nc1cccc(S(=O)(=O)N2CCCCCC2)c1)c1ccc(Cl)nc1,.,.,.,-2,-3%,-6%,.,.,0%
O=C(O)C(Cc1c[nH]c2ccccc12)NS(=O)(=O)c1ccc(F)cc1 (configuration not stated),.,.,.,-1,-3%,0%,.,.,1%
CN(CC(=O)Nc1ccc(Br)cc1)Cc1ccccc1,2,-6,-27,-9,5%,-6%,0.3%,-5,-1%
C[C@]12CC[C@H](O)CC1=CCC1C2CC[C@@]2(C)C1CC[C@@H]2NC(=O)CCC(=O)O (some centres not stated),.,.,.,-10,4%,10%,.,.,0%
O=C(Nc1ccccc1Cl)ON=C1c2ccccc2-c2ccccc21,11,-6,-21,-6,3%,-5%,2.3%,5,0%
